# HCV inh: inhibitors of hepatitis C virus infection; Huh7.5.1 HCVcc-Cre infection, luciferase reporter, 44 h; Potency, µM (highest dose often 41.8 µM), for inactives: at the top dose activity change, negative = inhibition, hits mostly inhibitors; actives 3.4% (n = 340,000); AID 651820; further: potency means the concentration at half of the fitted maximal effect; on the % scale 0 is the no-effect control and ±100 the full control effect
#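 Cells seeded at 1,000/well and cultured 4 h, then compounds added followed by HCVcc-Cre virus (~0.5 moi). After 44 h further culture, luciferase substrate was added, plates held 15 min at room temperature, and luminescence read for 15 sec.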
# Shiga inhibitor: inhibitors of Shiga toxin in Vero cells; Vero cells, Shiga toxin protein synthesis inhibition reporter; inhibition, % at 38.7 µM; actives 9.2% (n = 290,000); in the data active means inhibition mostly above about 28%, no sharp cut-off; inactive means mostly below about 43%; further: 0% is about no effect
# FBPA Giardia inh: inhibitors of Giardia lamblia fructose-1,6-bisphosphate aldolase; purified Giardia FBPA; Potency, µM (titrated, usually from 59.6 µM), inactives show top-dose activity, negative = inhibition, actives largely listed as inhibitors; actives 0.71% (n = 290,000); further: potency means the concentration at half of the fitted maximal effect; on the % scale 0 is the no-effect control and ±100 the full control effect; nearly all actives have a fitted effect of over 55% in size
# Target sequence (A8B2U2 whole entry, looked up): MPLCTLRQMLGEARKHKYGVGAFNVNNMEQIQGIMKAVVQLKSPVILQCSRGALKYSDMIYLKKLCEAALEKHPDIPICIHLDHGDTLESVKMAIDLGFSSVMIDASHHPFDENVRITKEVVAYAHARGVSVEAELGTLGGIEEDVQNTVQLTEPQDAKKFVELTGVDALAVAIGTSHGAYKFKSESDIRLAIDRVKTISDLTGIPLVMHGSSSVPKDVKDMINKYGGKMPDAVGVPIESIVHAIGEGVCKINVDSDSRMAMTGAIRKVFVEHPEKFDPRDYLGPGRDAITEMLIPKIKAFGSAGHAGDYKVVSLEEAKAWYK
#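 40 nM FBPA preincubated 10 min at RT with compound (up to 57.5 uM final), then substrate plus GAPDH/TPI/NAD/arsenate coupling and diaphorase/resazurin added. Fluorescence read after 20 min at RT, 525/598 nm.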
# Pf growth 48h: P. falciparum growth inhibition at 48 hours (one generation) | P. falciparum luciferase growth in erythrocytes, 48 h | Potency, µM (titrated, usually from 28.7 µM), for the others: top-dose activity change, negative = inhibition, actives largely listed as inhibitors | actives 5.9% (n = 310,000); further: potency means the concentration at half of the fitted maximal effect; on the % scale 0 is the no-effect control and ±100 the full control effect
#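 Cell-based growth assay: transgenic P. falciparum expressing firefly luciferase, cultured in red cells within RPMI 1640 containing 0.5% w/v Albumax, 24 mM bicarbonate and gentamycin. A drop in luciferase activity indicates inhibition.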
# Pf growth 96h: P. falciparum growth inhibition at 96 hour, primary screen for plastid delayed-death inhibitors; AID 504834; P. falciparum luciferase reporter growth, 96 h; actives 6.9% (n = 320,000); Potency, µM (series often up to 28.7 µM), for the others: at the highest dose activity change, negative = inhibition, usual class: inhibitors; further: potency means the concentration at half of the fitted maximal effect; on the % scale 0 is the no-effect control and ±100 the full control effect
#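 Infected RBCs, 2% Hct / 0.05% parasitemia final; luciferase-reporter P. falciparum; cpd 96 h, 37 C, 5% CO2; luciferase detection reagent; luminescence.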
# Cycloheximide cs: counter-screen for Shiga toxin inhibitors: cycloheximide protein synthesis inhibition. cell reporter, cycloheximide protein synthesis inhibition counterscreen. max response, %. actives 12% (n = 300,000). AID 2314; in the data active means max response mostly above about 13%, no sharp cut-off; inactive means mostly below about 14%; further: read at 38.3 µM for the half of the compounds with a filed dose; 0% is about no effect
# Starred values were filed as active, the others as inactive; ? = inconclusive; / = no result given; & = joins results of further samples; [ ] = remark or other dose. Unless noted, the call rests on the fitted dose curve; in most records, active means well fitted curve in the direction sought with a large enough effect; inconclusive means small, poorly fitted or top-dose-only effect, or another doubt; inactive means no such curve, though single readings can be large; an effect the other way counts as inactive or inconclusive. This is a random part of the collection; 24% or so of the library scored in one or more.
SMILES,HCV inh,Shiga inhibitor,FBPA Giardia inh,Pf growth 48h,Pf growth 96h,Cycloheximide cs
CCC(Sc1nc2ccccc2c2nc3ccccc3n12)C(=O)NCc1ccco1 (stereo not drawn),/,-3,8%,/,12%,1
CC1CCCCC1NC(=O)COC(=O)c1ccc(N(C)C)cc1 (stereo not drawn),-8%,21,0%,/,29%,-1
O=C(CN1CCc2cc3c(cc2C1)OCCCO3)Nc1cccc([N+](=O)[O-])c1,-28%,12,-26%,-23%,-1%,9
Cc1cc(=O)oc2c(C)c(OCC(=O)NC3CCN(Cc4ccccc4)CC3)ccc12,-15%,-8,-4%,-24%,?,-1
CCCn1c(C)cc(C(=O)COc2ccc(S(=O)(=O)N(CC)CC)cc2[N+](=O)[O-])c1C,?,2,-12%,-15%,?,19
Cc1ccc(-c2csc(N3CCN(c4cc5c(cc4Cl)nc(C)n5CCN4CCCCC4)CC3)n2)cc1,?,2,-8%,?,2.1µM*,-1
CCOc1cc(N2CCOCC2)c(OCC)cc1NC(=O)CSc1nc(N)cc(=O)[nH]1,0%,/,/,-27%,?,/
Cc1cc(C(=O)N(C)Cc2ccc(Br)cc2)no1,-21%,-10,-1%,/,?,-3
COc1cc(CNC2CCCCCCC2)cc(Cl)c1OCC(N)=O,-15%,-18,-15%,?,?,-5
COc1ccccc1CNC(=O)[C@H](C)N1C(=O)N2CCc3c([nH]c4ccccc34)[C@@]2(C)C1=O,?,-3,6%,-23%,?,-3
C=C[C@@H]1c2ccccc2N(S(=O)(=O)c2ccc(C)cc2)[C@H](c2ccc(C(F)(F)F)cc2)C1(C#N)C#N,2%,/,/,?,?,/
c1ccc2oc(NC3=NCN(CC4CCCO4)CN3)nc2c1 (stereo not drawn),1%,81*,1%,112%[activator],/,29*
CC(C)C(=O)Nc1ccc(NC(=O)CCc2ccccc2)cn1,22%,25,-17%,3%,?,8
O=c1[nH]c(SCc2ccccc2[N+](=O)[O-])nc2nc[nH]c12,-13%,1,3%,?,?,-2
CCc1nnc(SCC(=O)Nc2ccc(F)cc2)o1,3%,-14,/,25%,?,-1
CCOc1ccc(NC(=O)COc2coc(CN3CCc4ccccc4C3)cc2=O)cc1,-18%,/,/,?,-22%,/
COc1ccc(N(CC(=O)NCc2ccccc2)S(C)(=O)=O)cc1,10%,52*,27%,27%,0%,31*
COc1ccc2cc3c(N)nn(C(=O)c4cccc([N+](=O)[O-])c4)c3nc2c1,-12%,-9,0%,-9%,-24%,-2
Cc1c(CNC(=O)c2cnn3c2NC(c2ccc(Br)cc2)CC3C(F)(F)F)cnn1C (stereo not drawn),1%&6%,-9,4%,15%,/,-4
CC(C)C[C@@H](CO)N1CCN(CCc2ccccc2)CCC1=O,2%,3,-5%,13%,37%[activator],-3

# One compound at a time (already shown):
# CC(C)C[C@@H](CO)N1CCN(CCc2ccccc2)CCC1=O reads HCV inh = 2%; Shiga inhibitor = 3; FBPA Giardia inh = -5%; Pf growth 48h = 13%; Pf growth 96h = 37%[activator]; Cycloheximide cs = -3
# c1ccc2oc(NC3=NCN(CC4CCCO4)CN3)nc2c1 (stereo not drawn) reads HCV inh = 1%; Shiga inhibitor = 81*; FBPA Giardia inh = 1%; Pf growth 48h = 112%[activator]; Pf growth 96h = /; Cycloheximide cs = 29*

# Continuation.
SMILES,HCV inh,Shiga inhibitor,FBPA Giardia inh,Pf growth 48h,Pf growth 96h,Cycloheximide cs
Cc1ccnc(NC(=O)C2CCCN(c3ncnc4c3nc3n4CCCCC3)C2)c1 (stereo not drawn),-5%,-10,4%,-3%,10µM*,9
CCOc1ccc(CNCc2ccc(C(=O)O)cc2)cc1OC,4%,-9,0%,21%,?,-3
O=C(CSc1n[nH]c(-c2cccs2)n1)N1CCN(S(=O)(=O)c2ccc3ccccc3c2)CC1,?,-12,-12%,/,5.9µM*,-1
O=C(NCCc1ccccc1)c1ccc(NCC2CCCO2)c([N+](=O)[O-])c1 (stereo not drawn),-10%,117*,-2%,87%[activator],27%,43*
CCCN1C(=O)/C(=C\C=C2/C=CN(CC)c3ccccc32)SC1=S,-6%,-5,?,?,2%,4
O=c1cnnc(SCCc2ccccc2)[nH]1,4%,12,13%,9%,/,-1
CC(C)CCC(C(=O)O)C(C)CC(=O)Nc1ccn(-c2ccccc2)n1 (stereo not drawn),15%,-10,12%,30%,0%,0
CC(Sc1nc(N)cc(=O)[nH]1)C(=O)NNC(=O)c1cccc(Cl)c1 (stereo not drawn),-10%,/,/,29%,-20%,/
CC1(C)Cc2ccccc2-c2nc(NN)[nH]c(=O)c21,-15%,-6,?,1%[0.00184 µM],12%,-4
CC(CC(=O)NC1CCCCC1)S(=O)(=O)c1ccc2c(c1)CCN2C(=O)C1CC1 (stereo not drawn),-4%,-9,/,-5%,?,-7
Nc1nonc1-c1nc2ccccc2n1CC(=O)N/N=C/c1ccc(-c2ccccc2C(=O)O)o1,2%,7,-22%,38%[activator],55%,7
Cc1ccc(C(=O)NC(C)c2ccc(-n3ccnc3)cc2)cc1S(=O)(=O)N1CCOCC1 (stereo not drawn),?,/,/,?,?,/
C=CCNC(=O)COc1ccc(S(=O)(=O)NC2CCCCC2)cc1,10%,-5,1%,6%,/,-4
CC[C@H](C)[C@H](NC(=O)[C@@H](NC(=O)[C@@H](NC(=O)[C@H](CCC(=O)O)NC(=O)[C@H](CCC(=O)O)NC(=O)[C@H](CCC(=O)O)NC(=O)[C@H](C)NC(=O)[C@@H](N)CC(C)C)C(C)C)C(C)C)C(=O)N[C@@H](CCCNC(=N)N)C(=O)N[C@@H](CO)C(=O)N[C@@H](C)C(=O)N[C@@H](CC(N)=O)C(=O)N[C@@H](Cc1ccccc1)C(=O)N[C@H](C(=O)N[C@@H](CC(=O)O)C(=O)N[C@@H](CC(N)=O)C(=O)O)[C@@H](C)O,/,-2,-2%,/,/,-2
Cc1cnc(NC(=O)c2ccncc2)s1,15%,36*,-9%,23%,0%,17*
CC(NC(=O)COc1ncnc2cc([N+](=O)[O-])ccc12)c1ccccc1 (stereo not drawn),7%,-16,-11%,39%[activator],42%[activator],-4
CCCn1c(=O)[nH]c(=O)c2c1nc(-c1ccccc1OC(F)F)n2CCOC,6%,-5,-8%,2%,/,-1
CCN1C(=O)CSC1=Nc1ccc(OC)cc1,15%,/,12%,7%,3%,-3
Cc1ccc(-c2noc(CN3C(C)CCCC3C)n2)cc1 (stereo not drawn),12%,-1,-4%,?,?,22*
C/C(=N\NC(=S)NCCc1ccccc1)c1ccc(O)cc1O,?,0,?,-16%,-4%,16
C=CCn1c(SCC(=O)NCC)nc2sc3c(c2c1=O)CCC3,-2%,-4,/,7.4µM*,?,-5
O=C(NCc1ccc(F)cc1)C1CCN(C(=O)Nc2ccc(F)cc2)CC1,1%,-10,3%,1%,-3%,-1
CCC1(C)Cc2c(sc3nc(SC)nc(N)c23)CO1 (stereo not drawn),-17%,-4,1%,/,?,9
Cn1c(=O)oc2cc(S(=O)(=O)N3CCCC(C(=O)NCCN4CCOCC4)C3)ccc21 (stereo not drawn),11%,-7,0%,/,231%[activator],-4
COC(=O)c1cc2ccccc2c(=O)s1,-16%,9,5%,45%[activator],6%,15*
O=C(CCCc1nc2ccccc2s1)NCc1ccccc1F,0%,25,4%,15%,3%,13*
COc1ccc(S(=O)(=O)N2CCC(C(=O)NCC3CCCO3)CC2)cc1 (stereo not drawn),-2%,51*,1%,16%,/,8
CCn1nnc(NC(=O)CSc2ccc(Cl)cc2)n1,?,32,-4%,-3%,/,1
COc1cccc(-c2nn(-c3ccc(F)cc3)cc2C(=O)NCC2CCCO2)c1 (stereo not drawn),11%,/,/,-4%,2%,/
O=c1cc(-c2ccncc2)oc2c1ccc1ccccc12,?,/,9%,?,?,0
COc1ccc(C(=O)CSc2nnnn2Cc2ccccc2)cc1,-7%,-9,6%,0%,10%,1
CCOC(=O)Cn1cc(/C=N/NC(=O)c2cc3ccccc3o2)c2ccccc21,5%,58,12%,-18%,10%,26*
CCCCNC(=O)CC1N=C2c3ccccc3N=C(SCC(=O)Nc3ccccc3C)N2C1=O (stereo not drawn),0%,20,3%,/,-25%,13
Cc1cc(=O)oc2cc(OCC(=O)OCC(=O)N3CCc4ccccc43)ccc12,26%,2,2%,17%,22%,-3
CCCc1ccc(OCC(O)CN2CCN(CCO)CC2)cc1 (stereo not drawn),?,-3,?,6%,10µM*,-2
Cc1csc2c(=O)n(CCO)c(=O)[nH]c12,20%,29,1%,?,0%,-1
CCOc1ccc(NC(=O)CCCN2C(=S)NC(C)(C)CC2C)cc1 (stereo not drawn),31%[activator],-8,-10%,11%,?,-1
N#Cc1ccc(C23CC4(C2)[C@H](CN(Cc2ccc(C(F)(F)F)cc2)[C@@H]4c2ccccc2)C3c2ccc(C(F)(F)F)cc2)cc1 (stereo partly drawn),4%,-8,6%&6%,-20%,-18%,-3
O=C(CSc1nnc(Cc2csc(Nc3cccc(Cl)c3)n2)o1)N1CCc2ccccc21,-28%,37,4%,?,?,-4
NC(=O)c1cc(S(=O)(=O)Nc2ccc(OC(F)(F)F)cc2)cs1,-29%,19,0%,13µM*,?,-3

# In the list so far, two contain a cyano group.
SMILES,HCV inh,Shiga inhibitor,FBPA Giardia inh,Pf growth 48h,Pf growth 96h,Cycloheximide cs
C=C[C@@H]1c2ccccc2N(S(=O)(=O)c2ccc(C)cc2)[C@H](c2ccc(C(F)(F)F)cc2)C1(C#N)C#N,2%,/,/,?,?,/
N#Cc1ccc(C23CC4(C2)[C@H](CN(Cc2ccc(C(F)(F)F)cc2)[C@@H]4c2ccccc2)C3c2ccc(C(F)(F)F)cc2)cc1 (stereo partly drawn),4%,-8,6%&6%,-20%,-18%,-3

# New compounds follow.
SMILES,HCV inh,Shiga inhibitor,FBPA Giardia inh,Pf growth 48h,Pf growth 96h,Cycloheximide cs
CCNc1ccc(C(=O)OCC)cc1NC(=O)c1cccc(S(=O)(=O)N2CCOCC2)c1,?,-3,1%,-26%,-15%,-3
CCC(=O)N1CC2(CC(c3cccc([N+](=O)[O-])c3)=NO2)C[C@H]1C(=O)NCC(N)=O (stereo partly drawn),19%,-12,4%,4%,23%,-2
CCOC(=O)c1c(CN2CCOCC2)n(-c2ccccc2)c2cc(Br)c(O)c(CN(C)C)c12,?,-17,-13%,13µM*,2.6µM*,-2
CCn1cc(C(=O)Nc2ccc3c(c2)OCCO3)c2cc(OC)c(OC)cc2c1=O,?,29,-20%,/,?,12*
Cc1ccc(-c2csc(NC(=O)CSc3nc(C)cs3)n2)cc1,?,111*,-10%,174%[activator],68%[activator],42*
CCC(C)[C@H](NC(=O)NCc1ccccn1)C(=O)OC (stereo partly drawn),15%,-3,1%,-2%,24%,-1
Cc1ccc(C)c(NC(=O)CSc2nnc(-c3cc(C)[nH]n3)n2N)c1,7%,-2,/,?,?,4
O=C(NCC1CCCN(C(=O)Cc2ccccc2Cl)C1)c1ccc(F)cc1 (stereo not drawn),-23%,12,/,?,?,11
N=C1S/C(=C\c2cccc3ccccc23)C(=O)N1c1ccc(F)cc1,?,25,3%,12µM*,-12%,0
COc1cccc(-c2ccc(SCC(=O)N3CCN(c4ccccc4)CC3)nn2)c1,?,-10,0%,-5%,1%,10
Cc1cc(OCC(=O)NCCN2CCOCC2)cc(C)c1Br,5%,20,4%,3%,16%,10
CC1CCN(C(=O)c2cc3ccccc3cc2O)CC1,1%,22,/,?,?,13
CC(C)(C)SC(C(=O)N1CCOCC1)c1ccc(Br)cc1 (stereo not drawn),9%,-7,6%,2%,-9%,-3
COc1ccc(CCNC(=O)C2C3CCC(C3)C2C(=O)O)cc1OC (stereo not drawn),2%,-4,4%,1%,-26%,-3

# A few values from above.
# HCV inh, `CC1CCN(C(=O)c2cc3ccccc3cc2O)CC1` = 1%
# HCV inh, `Cc1ccc(C)c(NC(=O)CSc2nnc(-c3cc(C)[nH]n3)n2N)c1` = 7%

# Assay outcomes from PubChem BioAssay.
